Compound activity from PubChem.
RXFP1 agonist = activates the human relaxin receptor RXFP1 | HEK293T-RXFP1 cAMP TR-FRET, 30 min; response scale: percent of porcine relaxin response, buffer zero | 370,000 tested, 0.3% active | Potency, µM (top dose mostly 57.5 µM), for the others: at the highest dose activation, most hits filed as activators | Q9HBX9; also: potency is read from the fitted curve at half-maximal effect; % is scaled to controls: 0 for no effect and ±100 for the full control effect; nearly all actives have a fitted effect of over 60% in size; many of its hits are not listed in these tables
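cAMP rise read by TR-FRET after 30 min, 37C compound exposure (up to 58 uM) in RXFP1-transfected HEK293 cells with Ro 20174 present. EC50 from Hill-equation fits, with 29 nM porcine relaxin as 100% and buffer as basal.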
Vif-APOBEC3F blk = blocks the Vif interaction with APOBEC3F; HeLa A3F-eYFP + Vif (tagged APOBEC3F with the HIV-1 protein that degrades it), YFP fluorescence increase; Potency, µM (doses to about 46.1 µM), inactives show at the highest dose activity, negative = active; 390,000 tested, 0.2% active; also: potency is read from the fitted curve at half-maximal effect; % of control where 0% means no effect; nearly all actives have a fitted effect of over 65% in size
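HeLa cells stably expressing Vif plus C-terminally eYFP-tagged A3F were seeded, incubated overnight at 37 deg C, dosed with compound, incubated overnight again at 37 deg C. Yellow fluorescence (Ex 488/Em 500-530) reported blocked Vif-mediated A3F-eYFP degradation.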
PI4K2A inh = blocks human PI4K2A kinase activity; purified PI4K2A, ADP-Glo luminescence, 1 h; stronger effect = lower value; activity change, negative = inhibition, % at 76.9 µM; 420,000 tested, 0.13% active; in the data active = activity change below about -50%; inconclusive = mostly about -30% to -49%;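 also: -100% = wells without enzyme as full effect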
Target sequence (Q9BTU6 whole entry, looked up): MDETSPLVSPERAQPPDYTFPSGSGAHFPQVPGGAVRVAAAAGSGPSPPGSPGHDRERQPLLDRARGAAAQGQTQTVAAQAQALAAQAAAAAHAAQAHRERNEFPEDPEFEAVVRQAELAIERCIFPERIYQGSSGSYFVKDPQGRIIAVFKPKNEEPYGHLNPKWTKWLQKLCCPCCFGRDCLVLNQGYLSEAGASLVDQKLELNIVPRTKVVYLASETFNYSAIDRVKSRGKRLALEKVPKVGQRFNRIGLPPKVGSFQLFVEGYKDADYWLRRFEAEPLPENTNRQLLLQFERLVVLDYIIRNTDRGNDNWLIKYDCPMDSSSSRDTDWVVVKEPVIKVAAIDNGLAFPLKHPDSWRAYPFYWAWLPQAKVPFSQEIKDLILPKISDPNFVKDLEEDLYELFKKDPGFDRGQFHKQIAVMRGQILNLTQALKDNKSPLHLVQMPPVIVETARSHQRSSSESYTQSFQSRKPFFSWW
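PI4K2A activity was measured by ADP-Glo luminescence: enzyme (4 ug/mL stock) and phosphatidylinositol (1.2 mM stock) in Tris pH 7.5/MgCl2/EGTA/Triton X-100 buffer were reacted with ATP (300 microM stock) for one hour at ambient temperature.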
USP1 inh = USP1/UAF1 (human) deubiquitinase inhibition | recombinant USP1/UAF1, Ub-Rhodamine cleavage fluorescence | O94782 | Potency, µM (series often up to 57.1 µM), for inactives: at the top dose activity change, negative = inhibition, hits mostly inhibitors | 390,000 tested, 0.23% active; also: potency is read from the fitted curve at half-maximal effect; % is scaled to controls: 0 for no effect and ±100 for the full control effect; nearly all actives have a fitted effect of over 60% in size; inactives centre near -12
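High-throughput fluorogenic screen: 1nM USP1/UAF1 complex, Ub-Rho substrate 150nM final, 50mM HEPES pH 7.8 with 0.5mM EDTA, 0.1 mg/ml BSA, 1mM TCEP and 0.01% Tween-20.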
Glioma ERSR ind = inducers of ER stress response in human glioma cells | U87-MG GRP78 promoter luciferase reporter, 16 h | Potency, µM, without a hit: top-dose activation, hits mostly activators | 420,000 tested, 0.02% active; also: potency is read from the fitted curve at half-maximal effect; series mostly up to about 76 µM; % of control where 0% means no effect; nearly all actives have a fitted effect of over 35% in size
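Stably transfected U87-MG glioma cells carrying a GRP78-based luciferase sensor; 16 h compound incubation. Luminescence end-point read 10 min after Bright-Glo addition at room temperature.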
Vif-A3G inh = inhibitors of Vif-APOBEC3G interaction. Potency, µM (series often up to 46.1 µM), for inactives: at the highest dose activity, negative = active, usual class: inhibitors. AID 602310. 410,000 tested, 0.076% active. HeLa A3G-eYFP + Vif (tagged APOBEC3G with the HIV-1 protein that degrades it), YFP fluorescence, overnight. Q9HC16;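 also: potency is read from the fitted curve at half-maximal effect; % is scaled to controls: 0 for no effect and ±100 for the full control effect; nearly all actives have a fitted effect of over 60% in size; hits raise eYFP signal because A3G escapes Vif-driven loss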
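HeLa cells stably expressing Vif and C-terminally eYFP-tagged A3G, seeded overnight at 37 deg C, then exposed to compound by pintool overnight at 37 deg C. Rise in yellow fluorescence (Ex 488/Em 500-530, Acumen) marks blocked Vif-driven A3G degradation.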
TrxR1 substrate = is turned over as a substrate by rat TrxR1; O89049; purified TrxR1 substrate turnover, NADPH consumption readout; Potency, µM (doses to about 114 µM), without a hit: at the highest dose activity change, negative = substrate turnover; 390,000 tested, 0.01% active; also: potency is read from the fitted curve at half-maximal effect; % is scaled to controls: 0 for no effect and ±100 for the full control effect; nearly all actives have a fitted effect of over 50% in size
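Rat TrxR1, dispensed at 90 nM, was prereduced with 400 uM NADPH (final) for 5 min at ~22 deg C, then incubated with compound 15 min before 400 uM selenite. A first-read NADPH fluorescence drop versus no-compound background flagged substrates.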
mIDH1 inhibitor = blocks human mutant IDH1 R132H enzyme; IDH1-R132H enzyme, NADPH consumption, diaphorase/resazurin fluorescence; O75874; 390,000 tested, 0.093% active; Potency, µM (series often up to 76.6 µM), inactives show at the highest dose activity change, negative = inhibition, hits mostly inhibitors; AID 602179; also: potency is read from the fitted curve at half-maximal effect; % is scaled to controls: 0 for no effect and ±100 for the full control effect; nearly all actives have a fitted effect of over 65% in size
Target sequence (O75874 whole entry R132H, stated change not applied): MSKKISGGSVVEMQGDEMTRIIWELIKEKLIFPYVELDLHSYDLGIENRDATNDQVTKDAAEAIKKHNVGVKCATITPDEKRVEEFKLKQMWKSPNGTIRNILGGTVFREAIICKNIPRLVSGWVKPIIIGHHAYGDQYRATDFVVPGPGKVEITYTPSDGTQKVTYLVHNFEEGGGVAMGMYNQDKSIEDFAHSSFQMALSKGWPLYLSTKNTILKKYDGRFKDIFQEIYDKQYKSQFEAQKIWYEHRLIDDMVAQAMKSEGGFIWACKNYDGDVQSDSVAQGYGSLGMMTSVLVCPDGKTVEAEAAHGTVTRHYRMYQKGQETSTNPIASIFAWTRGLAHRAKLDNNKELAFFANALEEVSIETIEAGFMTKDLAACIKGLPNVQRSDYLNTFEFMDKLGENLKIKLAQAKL
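IDH1-R132H (0.5 ug/mL) preincubated 30 min with compound, then NADPH (0.016 mM) and alpha-KG (2 mM) added; 80 min at RT, pH 7.5. Remaining NADPH coupled via diaphorase/resazurin to fluorescence (540/590 nm); concentration-response curves normalized to no-enzyme control.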
LDHA block = blocks human lactate dehydrogenase A. purified LDHA, NADH/diaphorase-resazurin fluorescence; stronger effect = lower value. activity change, % (values are at about 110 or 230 µM). 480,000 tested, 0.15% active; in the data active = activity change below about -30%; inconclusive = mostly about -25% to -30%;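 also: plate controls were DMSO wells for no effect and wells without enzyme for full effect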
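Human LDH5 at 2 nM final in Tris HCl pH 7.4 with 0.06 mM NADH and 0.2 mM pyruvate, reacted 5 minutes at room temperature. Remaining NADH coupled via diaphorase/resazurin; resorufin fluorescence read at 0 and 20 minutes, normalized to enzyme-free and DMSO wells.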
* hit, by the source's call; ? = inconclusive; · = not tested or not shown; & = joins results of further samples; [ ] = dose if it differs, or a comment. Unless noted, calls follow the shape of the dose curve; as a rule, active = well fitted curve in the direction sought with a large enough effect; inconclusive = small, poorly fitted or top-dose-only effect, or another doubt; inactive = no such curve, though single readings can be large; an effect the other way counts as inactive or inconclusive. This is a subset; count on the stated rates, not on these rows.

SMILES | RXFP1 agonist | Vif-APOBEC3F blk | PI4K2A inh | USP1 inh | Glioma ERSR ind | Vif-A3G inh | TrxR1 substrate | mIDH1 inhibitor | LDHA block
O=C(NNC1CC(=O)N(c2ccccc2)C1=O)c1ccccc1Cl (stereo not drawn) | 0.4% | -4% | 9 | -18% | -2% | -6% | 4% | -5% | -4
COc1ccc(C(=O)COC(=O)CNC(=O)c2cccc(OC(F)F)c2)cc1 | -2.6% | -1% | -3 | -11% | -1% | 1% | -7% | -11% | -2
O=C(N/N=C/c1cc([N+](=O)[O-])ccc1Cl)c1ccc2nc[nH]c2c1 | 2.7% | -16% | 3 | -9% | -7% | -4% | -9% | 5% | -13
COc1ccc2sc(-c3ccc(SC)cc3)c(-c3ccc(O)cc3)c2c1 | · | 8% | -3 | 3% | -13% | -16% | 24%[57.1 µM] | -5% | -7
CCn1c(C)c(C)c2cc(C(=O)NCc3ccc(OC(C)C)cc3)ccc21 | 1.2% | 10% | 0 | -10% | 0% | -1% | 4%[57.1 µM] | 2% | -2
O=C(CSc1c2c(nc3ccc(Cl)cc13)CCCC2)N1CCN(c2ccc(Cl)cc2)CC1 | 12% | 3% | 5 | -21% | -4% | -2% | 1% | 16% | 4
Cc1ccc(N(CCC#N)C(=O)COC(=O)C2CCN(c3ccc(C(F)(F)F)cn3)CC2)cc1 | -0.7% | -10% | 1 | -17% | -5% | -3% | -9% | 4% | 3
COc1ccccc1NC(=O)Nc1ccc2c(c1)nnn2C | 2.9% | · | -8 | 6% | 9% | -6% | -3%[2.29 µM] | -1% | -3
COC(=O)c1ccccc1NC(=O)c1cc2ccccc2o1 | 2.6% | ? | -12 | -12% | 0% | -2% | -3% | 0% | -1
Cc1cccc(NC(=O)CC2SC(=O)N(c3ccccc3)C2=O)c1 (stereo not drawn) | -1.6% | -10% | 25 | -9% | 0% | 3% | -4% | 0% | -5
COc1cc(Cl)c(CN2CCCC(CO)(Cc3ccccc3)C2)cc1OC (stereo not drawn) | 0.6% | -4% | 50 | -22% | -3% | -11% | 2% | 3% | -2
CCOC(=O)C1CCN(C(=O)CCc2nc3ccccc3[nH]2)CC1 | 1.0% | 1% | 6 | -5% | -4% | 4% | 8%[57.1 µM] | 2% | -8
COc1ccc(NC(=O)c2cccc(N3CCCS3(=O)=O)c2)cc1OC | 12% | 0% | 0 | -5% | -2% | -3% | 0%[57.1 µM] | -3% | 3
Cc1c(C(O)CN2CCC(C(N)=O)CC2)c2ccccc2n1C (stereo not drawn) | -0.5% | -11% | 15 | -10% | -2% | 2% | -3% | 1% | -2
CC(=O)Nc1ccc(NC(=O)CSc2cn(CC(=O)N(C(C)C)C(C)C)c3ccccc23)cc1 | 0.1% | 0% | -1 | -18% | -3% | -5% | 2% | -10% | 6
CCCOc1ccc(-c2csc(N)n2)cc1[N+](=O)[O-] | 0.0% | 1% | 1 | -8% | -2% | -1% | -7% | 4% | -1
COc1cc(/C=N/NC2=NS(=O)(=O)c3ccccc32)cc(OC)c1OC | 0.9% | 12% | -6 | -20% | -3% | -1% | -18%[57.1 µM] | 7% | -3
COc1cccc(CNC(=O)N2CCN(c3ccccc3)CC2)c1 | 1.5% | 6% | 6 | ? | -3% | -1% | 4% | 10% | 0
O=C(Nc1ccccc1C(=O)NCC1CCCO1)c1ccco1 (stereo not drawn) | -0.1% | -7% | 2 | -4% | -3% | 2% | 8% | 1% | -3
COc1ccc(CCN(C)C2CCCN(C(=O)c3sccc3C)C2)cc1OC (stereo not drawn) | 0.3% | 12% | -2 | -4% | -11% | 2% | -12% | 3% | -3
CCc1nc(C)cn1S(=O)(=O)c1cc(Cl)c(OC)cc1Cl | 0.0% | 1% | 3 | -8% | -5% | -6% | -2%[57.1 µM] | 2% | 2
COc1ccccc1NC(=O)c1cc2n(n1)C(C(F)(F)F)CC(c1ccc3c(c1)OCO3)N2 (stereo not drawn) | -0.2% | -5% | 7 | -24% | -7% | 2% | 3% | 1% | -3
CCOC(=O)N1CCN(Cc2nc(N)nc(Nc3ccc(Cl)cc3)n2)CC1 | 1.6% | 4% | 1 | -11% | 1% | 1% | 5%[57.1 µM] | 9% | -3
O=C(NC1CCCCC1)c1ccc(CSc2nc3ccncc3n2Cc2ccccc2)cc1 | -0.8% | 3% | -1 | -19% | 3% | -4% | -6% | 34% | -12
COc1ccc(CC(=O)c2ccc(O)cc2O)cc1OC | 1.0% | 1% | -3 | -8% | 1% | -1% | -1% | -6% | -3
SMILES | RXFP1 agonist | Vif-APOBEC3F blk | PI4K2A inh | USP1 inh | Glioma ERSR ind | Vif-A3G inh | TrxR1 substrate | mIDH1 inhibitor | LDHA block
CC1(C)CC(=O)C(C=NCCN2CCN(C3CC(=O)N(c4cccc(Br)c4)C3=O)CC2)=C(O)C1 (stereo not drawn) | 2.3% | -4% | -2 | 5% | -4% | -3% | -3% | 21% | -3
NNC(=S)NC1CC2CC1C1C=CCC21 (stereo not drawn) | -0.5% | 3% | -3 | -15% | -2% | -1% | 6% | 1% | -12
CC(C)CNC(=O)c1ccccc1NC(=O)Nc1ccccc1 | 2.9% | -11% | 4 | 3% | -2% | -1% | 1%[57.1 µM] | -1% | -2
Cc1cc2c(cc1S(=O)(=O)N1CCCCC1)OCC(=O)N2 | 0.1%&-1.7% | 3%&5% | 0&-4 | -20%&-16% | -5%&-4% | -1%&1% | 8%[57.1 µM] | 9%&-7% | -9&2
Cc1cccc(Nc2nnc(SCC(=O)Nc3ccccc3[N+](=O)[O-])s2)c1C | -1.5% | 0% | -6 | -7% | 8% | 0% | -11% | -2% | -3
COc1ccc(/C=C2/SC(=O)N(CCC(=O)Nc3ccccc3C(=O)O)C2=S)cc1 | 2.9% | ? | 6 | -9% | -12% | 0% | -16% | 6% | -8
CCOC(=O)N1CCN(c2c(NCC3CCCO3)c(=O)c2=O)CC1 (stereo not drawn) | -0.3% | 3% | 4 | -9% | -5% | 0% | -5% | 13% | -4
CC(C)(C)c1ccc(NC(=O)C(=O)C2C(=O)Nc3ccccc32)cc1 (stereo not drawn) | -2.5% | -2% | -4 | -4% | 2% | 0% | -9% | -24% | -1
COc1ccc(Br)c2c1-c1nc(NC(=O)c3ccccc3F)sc1C2 | 3.6% | · | -11 | -30% | · | · | 2% | · | 6&5
Cc1ccc(NC(=O)c2c(C)noc2C)cc1S(=O)(=O)N1CCOCC1 | · | 9% | -1 | -19% | -4% | -3% | 6%[11.4 µM] | -1% | 3
Clc1ccc(Nc2ccc(-n3ccnc3)nn2)cc1Cl | 1.2% | -10% | 5 | -8% | -6% | -29% | -5% | 4% | -2
Cc1ccc(-n2c(=O)[nH]c3cc(C(=O)NCCc4ccccc4)ccc3c2=O)cc1 | 0.3% | 0% | 0 | -28% | -2% | 2% | 9%[2.29 µM] | -1% | -13
O=c1cc(CN2CCN(C/C=C/c3ccccc3)CC2)c2cc(O)ccc2o1 | 1.2% | -4% | -4 | -7% | -9% | -8% | -1% | 3% | 5&19&0
COc1cc(OC)c(NC(=O)c2noc3c2CSc2ccccc2-3)cc1Cl | -3.6% | 0% | -8 | 19% | -1% | 4% | -6% | 8% | -2
O=c1oc2ccccc2cc1-c1csc(NN=C2CCCCC2)n1 | -0.2% | -3% | -21 | -17% | 2% | -2% | 2% | 4% | 3
COC(=O)c1c(C)nn(-c2ccccc2)c1N | 0.7% | -3% | 4 | ? | -2% | 6% | 0% | 1% | 2
COc1ccc(CCNC(=O)C(=O)NCc2ccc(C(C)C)cc2)cc1OC | -2.9% | 6% | 6 | -6% | -3% | -5% | 5%[57.1 µM] | 0% | -5
COc1ccccc1C(=O)NCc1ccc2c(c1)CCN2C(=O)c1ccncc1 | 2.8% | -9% | -3 | -13% | 0% | -2% | -11%[57.1 µM] | -5% | -6
COc1ccc(/C=C/C(=O)c2ccc(O)cc2)cc1CN1CCOCC1 | 0.1% | -1% | -4 | -10% | -3% | -4% | 0% | 1% | -5

Reprinted at random: five records from the list, in no set order.
SMILES | RXFP1 agonist | Vif-APOBEC3F blk | PI4K2A inh | USP1 inh | Glioma ERSR ind | Vif-A3G inh | TrxR1 substrate | mIDH1 inhibitor | LDHA block
COc1ccc(CCNC(=O)C(=O)NCc2ccc(C(C)C)cc2)cc1OC | -2.9% | 6% | 6 | -6% | -3% | -5% | 5%[57.1 µM] | 0% | -5
CC(C)(C)c1ccc(NC(=O)C(=O)C2C(=O)Nc3ccccc32)cc1 (stereo not drawn) | -2.5% | -2% | -4 | -4% | 2% | 0% | -9% | -24% | -1
COc1ccc(Br)c2c1-c1nc(NC(=O)c3ccccc3F)sc1C2 | 3.6% | · | -11 | -30% | · | · | 2% | · | 6&5
Cc1cccc(Nc2nnc(SCC(=O)Nc3ccccc3[N+](=O)[O-])s2)c1C | -1.5% | 0% | -6 | -7% | 8% | 0% | -11% | -2% | -3
COC(=O)c1c(C)nn(-c2ccccc2)c1N | 0.7% | -3% | 4 | ? | -2% | 6% | 0% | 1% | 2
